SENP6 block: inhibitors of human SENP6 protease; inhibition, % at 10 µM; actives 1.8% (n = 330,000); Recombinant SENP6 catalytic domain, aminoluciferin luminescence; Q9GZR1;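 active means inhibition above about 50% at the single tested dose, limit read from the data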;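 further: plate controls were DMSO wells with enzyme for no effect and DMSO wells lacking enzyme for full effect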
SENP7 block: blocks the human protease SENP7. actives 1.5% (n = 330,000). inhibition, % at 5 µM. recombinant SENP7, Z-RLRGG-aminoluciferin luminescence, 40 min;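 active means inhibition above about 50% at the single test dose, limit read from the data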;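 further: plate controls were DMSO with enzyme for no effect and no enzyme buffer wells for full effect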
HKDC1 inhibitor: HKDC1 (human) hexokinase inhibition; Q2TB90; recombinant HKDC1, G6PDH/diaphorase resazurin coupled fluorescence; inhibition, % at 20 µM; actives 0.16% (n = 340,000); AID 493160;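 active means inhibition above about 35% when tested at 20 µM, limit read from the data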;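 further: plate controls were DMSO wells with enzyme for no effect and DMSO wells lacking enzyme for full effect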
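Test system: HK5 enzyme. Quantity: 5 µg/mL HK5 final. Reagent: glucose and ATP substrates. Schedule: 90 min reaction incubation at room temperature, dark. Technique: resazurin-to-resorufin fluorescence via G6PDH and diaphorase coupling, 525/613 nm. Control set: DMSO wells with and without enzyme mix.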
SENP8 block-1: inhibitors of human SENP8 protease | actives 0.64% (n = 360,000) | AID 602440 | recombinant SENP8, Nedd8 substrate fluorescence | Q96LD8 | inhibition, % at 20 µM; in the data active means inhibition mostly above about 40%, no sharp cut-off; inactive means mostly below about 27%
SENP1 FRET inh: blocks the human SENP1 SUMO protease catalytic domain. actives 0.21% (n = 360,000). inhibition, % at 10 µM. recombinant SENP1 catalytic domain, CyPet-SUMO1-YPet FRET cleavage. Q9P0U3. AID 624204;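 active means inhibition at least 30% at 10 µM, raw YFP signal under a set limit, fluorescence ratio 0.5 to 1.5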;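 further: 0% = enzyme with DMSO and 100% = no enzyme wells; some results filed as inactive read as strong as hits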
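system = hSENP1 catalytic domain, recombinant | reagent = SFCypet-SUMO1-SFYpet substrate at 25 nM | doses = one dose per compound, 10 µM, 0.5% DMSO | incubation = enzyme reaction for 50 min at room temperature, dark | measured by = FRET, CFP and YFP emission | controls = no-enzyme low, enzyme-DMSO high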
Apaf-1 inh: human Apaf-1 inhibition; O14727; reconstituted apoptosome caspase-3 activity, DEVD-Rh110 fluorescence; inhibition, % at 20 µM; actives 0.71% (n = 330,000); active means inhibition of at least 40% at 20 µM;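 further: plate controls were DMSO wells for no effect and DEVD-CHO caspase inhibitor wells for full effect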
Target sequence (O14727 whole entry, looked up): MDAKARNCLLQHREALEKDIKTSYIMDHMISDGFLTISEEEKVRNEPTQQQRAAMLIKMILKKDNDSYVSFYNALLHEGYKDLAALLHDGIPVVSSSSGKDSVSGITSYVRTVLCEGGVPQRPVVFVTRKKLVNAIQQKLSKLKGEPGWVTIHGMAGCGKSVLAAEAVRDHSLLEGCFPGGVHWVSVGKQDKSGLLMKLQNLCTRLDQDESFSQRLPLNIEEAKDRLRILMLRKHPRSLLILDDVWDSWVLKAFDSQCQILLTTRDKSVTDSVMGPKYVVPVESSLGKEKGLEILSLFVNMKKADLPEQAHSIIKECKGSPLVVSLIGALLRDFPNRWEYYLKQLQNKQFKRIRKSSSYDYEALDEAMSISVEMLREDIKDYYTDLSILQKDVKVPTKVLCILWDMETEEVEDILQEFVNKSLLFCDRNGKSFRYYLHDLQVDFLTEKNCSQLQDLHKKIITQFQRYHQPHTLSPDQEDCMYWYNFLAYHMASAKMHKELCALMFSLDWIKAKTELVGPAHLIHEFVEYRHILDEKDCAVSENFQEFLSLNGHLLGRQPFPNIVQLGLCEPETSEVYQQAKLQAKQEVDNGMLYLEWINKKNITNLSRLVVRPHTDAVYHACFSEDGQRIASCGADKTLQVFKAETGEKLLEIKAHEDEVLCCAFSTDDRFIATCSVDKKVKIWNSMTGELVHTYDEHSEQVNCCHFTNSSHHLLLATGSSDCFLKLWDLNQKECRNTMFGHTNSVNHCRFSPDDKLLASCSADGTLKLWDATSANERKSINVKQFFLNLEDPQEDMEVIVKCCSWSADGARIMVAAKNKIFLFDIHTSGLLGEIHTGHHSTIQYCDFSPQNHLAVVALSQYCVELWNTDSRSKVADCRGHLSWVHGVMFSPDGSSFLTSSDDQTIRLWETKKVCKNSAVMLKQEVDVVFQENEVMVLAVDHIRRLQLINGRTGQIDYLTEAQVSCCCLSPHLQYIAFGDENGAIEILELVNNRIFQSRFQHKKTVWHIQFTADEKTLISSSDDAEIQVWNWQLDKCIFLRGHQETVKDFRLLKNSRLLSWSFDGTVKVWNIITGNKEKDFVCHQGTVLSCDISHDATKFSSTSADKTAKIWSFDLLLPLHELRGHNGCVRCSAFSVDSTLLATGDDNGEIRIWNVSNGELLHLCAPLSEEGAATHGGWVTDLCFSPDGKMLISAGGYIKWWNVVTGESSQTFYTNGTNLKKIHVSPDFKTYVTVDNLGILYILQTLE
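Assay system – apoptosome proteins · Medium – Hepes buffer, pH 7.5 · Also added – cytochrome c with DEVD-Rh110 · Timing – 30 min compound preincubation, 50 min activation, room temperature · Detection – Rh110 fluorescence, excitation 480 nm, emission 540 nm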
SENP8 block-2: blocks the human protease SENP8 | Q96LD8 | purified SENP8, Z-RLRGG-aminoluciferin cleavage, luminescence | inhibition, % at 10 µM | actives 1.2% (n = 330,000) | AID 2540; in the data active means inhibition above about 50%
PfGluPho inh: PfG6PD (Plasmodium falciparum) enzyme inhibition. PfGluPho enzyme, NADPH resazurin-diaphorase fluorescence. actives 0.78% (n = 350,000). AID 504690. inhibition, % at 20 µM;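 active means inhibition reaching at least a set limit at 20 µM in the primary screen, cut at about 59% in these data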;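 further: 0% = DMSO wells with substrate and 100% = DMSO wells lacking glucose-6-phosphate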
Starred values were filed as active, the others as inactive; i = inactive; . = no result given.

SMILES,SENP6 block,SENP7 block,HKDC1 inhibitor,SENP8 block-1,SENP1 FRET inh,Apaf-1 inh,SENP8 block-2,PfGluPho inh
CCOc1ccc(N2C(=O)CC(NCc3ccc(S(N)(=O)=O)cc3)C2=O)cc1 (stereo not drawn),-12,11,-3,32,3,-18,0,-6
O=C(NN1C(=O)C2C3C=CC(C4CC34)C2C1=O)c1ccc(Cl)c(Cl)c1 (stereo not drawn),1,3,-4,15,1,-1,-4,-15
NC(=O)CSc1nnc(COc2ccc3ccccc3c2)o1,8,-1,-3,27,1,-11,2,-12
O=C(NCC(c1ccco1)N1CCCC1)c1cccc(NS(=O)(=O)c2ccc(Br)cc2)c1 (stereo not drawn),-17,6,-1,-13,-8,28,-4,-5
COCCNC(=O)c1cc(-c2ccccc2C)nn1CC1CC(c2cccnc2)=NO1 (stereo not drawn),-18,-4,-4,7,0,10,-14,-2
CCCCC(=O)Nc1ccc(NC(=O)C2CC2)cn1,-9,-1,1,15,-2,3,-8,12
Cc1cc(C)c2nc(SCC(=O)Nc3cc(C)on3)c(C#N)cc2c1,-20,-13,-4,-48,-31,-1,5,-1
COc1ccc(OC)c(/C=C/C(=O)OCC(=O)NCc2ccccc2)c1,8,-2,-8,i,-51,8,7,9
CCOC(=O)c1c(C)[nH]c(C)c1C(=O)COC(=O)c1ccc(OC)cc1,-11,-1,1,5,0,0,-6,5
CCOC(=O)Cc1cc(=O)n2[nH]c(C)c(-c3ccc(OC)cc3)c2n1,4,5,6,i,0,8,-6,-12
Cc1nc2nc[nH]n2c(=O)c1NS(=O)(=O)c1ccc([N+](=O)[O-])cc1,-2,-5,1,5,-2,-6,2,12
CCOC(=O)C1C(=O)NCC1c1ccccc1 (stereo not drawn),-10,-3,-5,16,1,-21,1,-25
OCCN1CCN(c2ncnc3c2c(-c2ccccc2)cn3-c2ccc(Br)cc2)CC1,-4,0,-2,-4,0,14,-3,6
COc1ccc(/C=C2/Sc3ccc(C(=O)NCCCN4CCOCC4)cc3NC2=O)cc1OC,-4,1,14,-21,7,9,12,23
CCCNC(=O)c1ccc(CN2CCc3ccccc3C2)cc1,-8,9,-3,21,0,-8,-7,-8
CC(O)(CS(=O)(=O)Cc1ccccc1)C(=O)Nc1ccc(C(F)(F)F)cc1 (stereo not drawn),0,4,-8,18,1,-7,6,8
O=C(/C(=N\Nc1ccc(Br)cc1)Sc1nnnn1-c1ccccc1)c1ccccc1,-19,1,-1,26,1,15,-5,-2
CCCCC1CCC(C(=O)Nc2ccc(N3CCOCC3)cc2N2CCOCC2)CC1 (stereo not drawn),-10,4,0,12,1,20,4,28
Cc1nc(SC(C)C(=O)NCc2ccc3c(c2)OCO3)nc(C)c1C (stereo not drawn),-7,-2,-4,5,-1,-4,-10,23
Cc1ccc(-c2sc(C(=O)NN)c(C)c2C#N)cc1,-14,-13,-1,-38,-6,18,-6,14
Cc1cc(=O)nc2c3ccccc3n(CC(=O)NCCCN3CCCC3=O)n12,-7,-10,2,-16,0,0,-12,1
CCCc1cc(=O)[nH]c(SCC(=O)c2cc(C)n(CC3CCCO3)c2C)n1 (stereo not drawn),9,10,-5,11,0,1,-1,-16
COCC(C)n1c(SCC(=O)NNC(=O)c2ccccc2)nc2ccccc2c1=O (stereo not drawn),16,11,-12,11,3,6,2,-3
O=C1C=C(O)C(n2cncn2)C(c2ccc(F)cc2)C1 (stereo not drawn),15,6,1,13,2,-8,0,-24
O=C(N/N=C/c1ccccc1)c1ccc(CN2C(=O)c3cccc4cccc2c34)cc1,-17,7,-7,-425,-26,9,-2,-3
CCc1cc(CNC(=O)c2ccc(OC)c(OC3CCN(C(C)C)CC3)c2)on1,4,-3,-6,2,-3,5,8,-2
Cc1cc(C)c(C)c(S(=O)(=O)N2CCN(C(=O)c3cc(S(=O)(=O)N4CCOCC4)ccc3F)CC2)c1C,0,11,0,23,0,13,4,-7
COc1ccc(CCn2c(=O)[nH]c3cc(C(=O)NCCCN4CCOCC4)ccc3c2=O)cc1OC,-10,5,-7,-15,-1,3,-5,7
CCNC(=S)N(Cc1cc2cc(C)c(C)cc2[nH]c1=O)C1CCCC1,-15,-1,-8,-28,-1,18,6,-1
Cc1ccc(-n2ncc(C(=O)N3CCc4ccccc4C3)c2NC(=O)c2ccco2)cc1C,4,6,-4,-11,-18,20,6,1
C=C(C)C(=O)N1CC2(CC(c3cccc(NC(=O)CC(c4ccccc4)c4ccccc4)c3)=NO2)C[C@H]1C(N)=O (stereo partly drawn),-13,1,5,12,-2,16,-3,2
O=C(N/N=C1\CCS(=O)(=O)c2ccc(F)cc21)c1ccc([N+](=O)[O-])cc1,15,-3,-5,30,2,-3,-8,16
COc1ccc(Cl)cc1S(=O)(=O)N1CCCC(C(=O)NCc2ccccc2)C1 (stereo not drawn),3,-3,-7,15,1,6,3,-10
CC(C)CNC(=O)C(=O)Nc1cc2c3c(c1)C(C)C(=O)N3CCC2 (stereo not drawn),12,-2,-4,-1,3,9,6,-10
Cn1c(=O)c2c(nc(SCC(=O)O)n2Cc2cc3c(cc2Cl)OCO3)n(C)c1=O,-3,0,0,12,2,-7,-4,27
O=C(COC(=O)c1ccc([N+](=O)[O-])o1)Nc1ccc(F)cc1,2,2,0,30,-2,9,-3,12
NC(=O)C1CCN(C(=O)COc2ccc(S(=O)(=O)NCc3ccccc3)cc2Cl)CC1,-5,4,-1,13,0,5,2,4
O=C(CNC(=O)Cc1ccccc1)NCC(=O)OCC(=O)c1ccc(F)cc1,7,9,18,4,3,0,1,-16
COc1ccc(Cl)cc1NS(=O)(=O)N1CCOCC1,6,-5,1,8,-1,7,6,-4
CCn1ccnc1CN(C)C(=O)CCc1nnc(CCCc2ccccc2)o1,-11,0,-3,16,3,-5,-4,-17
COC(=O)c1ccc(CSc2n[nH]c(C)n2)o1,-23,3,2,2,-1,-1,-7,-5
Cc1ccc(S(=O)(=O)NCC2CCC(C(=O)O)CC2)cc1 (stereo not drawn),-3,1,-2,5,1,-16,1,-4
O=c1cc[nH]c2ccc(OC(F)(F)F)cc12,-41,8,1,3,2,-12,-2,-17
O=C(/C=C/c1ccc(Cl)cc1Cl)N(Cc1ccc(Cl)cc1)C1CCS(=O)(=O)C1 (stereo not drawn),35,9,2,14,1,11,2,14
CCOc1cc(CNc2ccc(N3CCOCC3)cc2)cc(Br)c1OCC,-4,-1,-3,-50,4,8,-9,47
Cc1cccc(NC(=O)CSc2nnc([C@@H]3CCCN3C(=O)OC(C)(C)C)o2)c1C,0,3,-6,10,4,-1,-4,3
Fc1ccc(N2CCN(Cc3c[nH]c4ccccc34)CC2)cc1,3,2,.,.,.,-16,0,.
CCCNC(=O)CS(=O)Cc1nc(-c2ccccc2C)oc1C (stereo not drawn),-12,11,1,14,2,4,-5,-11
C[C@@H]1CC=C[C@H]2[C@H]1C(=O)N(Cc1ccccc1)[C@H]2c1cccc([N+](=O)[O-])c1,-14,15,0,11,4,17,-3,-8
C/C(=N\NC(=O)CC1N=C(Cc2ccccc2)NNC1=O)c1ccccc1 (stereo not drawn),-15,4,-6,-11,3,0,-1,22

A second format for part of the listing above.
Order of results: SENP6 block, SENP7 block, HKDC1 inhibitor, SENP8 block-1, SENP1 FRET inh, Apaf-1 inh, SENP8 block-2, PfGluPho inh
- CC(C)CNC(=O)C(=O)Nc1cc2c3c(c1)C(C)C(=O)N3CCC2 (stereo not drawn)
→ 12, -2, -4, -1, 3, 9, 6, -10
- Cn1c(=O)c2c(nc(SCC(=O)O)n2Cc2cc3c(cc2Cl)OCO3)n(C)c1=O
→ -3, 0, 0, 12, 2, -7, -4, 27
- O=C(COC(=O)c1ccc([N+](=O)[O-])o1)Nc1ccc(F)cc1
→ 2, 2, 0, 30, -2, 9, -3, 12
- NC(=O)C1CCN(C(=O)COc2ccc(S(=O)(=O)NCc3ccccc3)cc2Cl)CC1
→ -5, 4, -1, 13, 0, 5, 2, 4
- O=C(CNC(=O)Cc1ccccc1)NCC(=O)OCC(=O)c1ccc(F)cc1
→ 7, 9, 18, 4, 3, 0, 1, -16
- COc1ccc(Cl)cc1NS(=O)(=O)N1CCOCC1
→ 6, -5, 1, 8, -1, 7, 6, -4
- CCn1ccnc1CN(C)C(=O)CCc1nnc(CCCc2ccccc2)o1
→ -11, 0, -3, 16, 3, -5, -4, -17
- COC(=O)c1ccc(CSc2n[nH]c(C)n2)o1
→ -23, 3, 2, 2, -1, -1, -7, -5
- Cc1ccc(S(=O)(=O)NCC2CCC(C(=O)O)CC2)cc1 (stereo not drawn)
→ -3, 1, -2, 5, 1, -16, 1, -4
- O=c1cc[nH]c2ccc(OC(F)(F)F)cc12
→ -41, 8, 1, 3, 2, -12, -2, -17
- O=C(/C=C/c1ccc(Cl)cc1Cl)N(Cc1ccc(Cl)cc1)C1CCS(=O)(=O)C1 (stereo not drawn)
→ 35, 9, 2, 14, 1, 11, 2, 14
- CCOc1cc(CNc2ccc(N3CCOCC3)cc2)cc(Br)c1OCC
→ -4, -1, -3, -50, 4, 8, -9, 47
- Cc1cccc(NC(=O)CSc2nnc([C@@H]3CCCN3C(=O)OC(C)(C)C)o2)c1C
→ 0, 3, -6, 10, 4, -1, -4, 3

The results go on.
SMILES,SENP6 block,SENP7 block,HKDC1 inhibitor,SENP8 block-1,SENP1 FRET inh,Apaf-1 inh,SENP8 block-2,PfGluPho inh
O=C(CCN1C(=O)[C@@H]2Cc3ccccc3CN2C1=O)N[C@@H](C(=O)O)c1ccccc1,-16,6,-2,1,1,-3,-7,7
COc1ccccc1C(=O)NCC(=O)OCC(=O)N(CC(C)C)c1c(N)n(Cc2ccccc2)c(=O)[nH]c1=O,-5,-7,-6,2,-1,0,-6,-3
O=C(CSC1=Nc2ccccc2C2=NC(CC(=O)NC3CCCCC3)C(=O)N12)NCc1ccco1 (stereo not drawn),-7,2,-5,-187,-3,6,-7,13
N=c1n(CCO)c2ccccc2n1CCOc1ccc(Cl)cc1Cl,-1,4,-8,6,2,37,-16,11
CC(CN1CCCCC1)NC(=O)c1cccs1 (stereo not drawn),13,1,2,16,-1,-1,6,11
Cc1ccc2c(cnn2C(=O)CCC(=O)N2CCCCC2)c1,-4,3,-6,16,1,7,-15,-3
COc1ccc2nc(Cl)cc(Cl)c2c1,-13,-1,1,0,2,-24,-3,4
CC1OC1c1ccc(-c2ccc(C3OC3C)cc2)cc1 (stereo not drawn),.,.,-2,5,1,.,.,8
CC(=O)Oc1ccc(C(=O)[C@H]2[C@H]3C(=O)N(c4cccc5ccccc45)C(=O)[C@H]3[C@@H]3C=CC=NN32)cc1,3,-5,4,8,2,-9,-9,1

From PubChem
